High-throughput results as filed in PubChem BioAssay.
mIAP act = mouse IAP activation; activation factor at 10 µM; muIAP, CDP-Star luminescence, 30 min; active compounds read high; 1 = vehicle-only enzyme signal, 0 = enzyme-free wells; 0.24% of 330,000 active; AID 2805;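 active = activation factor of at least 2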; also: the source names both 10 and 20 µM as test concentration; values of inactives mirror those of a sister screen read the other way
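System: mouse IAP enzyme. Reagent: CDP-Star chemiluminescent phosphatase substrate. Benchmarks: DMSO wells, no-enzyme wells. Times: 30 min enzyme-substrate-compound incubation at room temperature. Detection: luminescence from enzymatic CDP-Star hydrolysis. Doses: test compounds delivered from DMSO solution.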
TIM10 inh = inhibits growth of TIM10 yeast strain; S. cerevisiae TIM10 strain growth, BacTiter-Glo luminescence, 24 h; inhibition, % at 10 µM; 1.4% of 330,000 active;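 active = inhibition of 40% or more at the single tested concentration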;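 also: wild-type TIM10 isogenic control strain grown at permissive 25 °C; 0% = DMSO yeast wells and 100% = minimal medium wells without yeast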
hIAP block = blocks human intestinal alkaline phosphatase; purified IAP, CDP-Star luminescence, 30 min; inhibition, % at 10 µM; 0.12% of 330,000 active;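 active = inhibition reaching a set limit with compound at 10 µM in the primary screen, cut at about 35% in these data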;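 also: plate controls were DMSO wells with enzyme for no effect and no-enzyme buffer wells for full effect; values of inactives mirror those of a sister screen read the other way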
Target sequence (P09923 whole entry, looked up): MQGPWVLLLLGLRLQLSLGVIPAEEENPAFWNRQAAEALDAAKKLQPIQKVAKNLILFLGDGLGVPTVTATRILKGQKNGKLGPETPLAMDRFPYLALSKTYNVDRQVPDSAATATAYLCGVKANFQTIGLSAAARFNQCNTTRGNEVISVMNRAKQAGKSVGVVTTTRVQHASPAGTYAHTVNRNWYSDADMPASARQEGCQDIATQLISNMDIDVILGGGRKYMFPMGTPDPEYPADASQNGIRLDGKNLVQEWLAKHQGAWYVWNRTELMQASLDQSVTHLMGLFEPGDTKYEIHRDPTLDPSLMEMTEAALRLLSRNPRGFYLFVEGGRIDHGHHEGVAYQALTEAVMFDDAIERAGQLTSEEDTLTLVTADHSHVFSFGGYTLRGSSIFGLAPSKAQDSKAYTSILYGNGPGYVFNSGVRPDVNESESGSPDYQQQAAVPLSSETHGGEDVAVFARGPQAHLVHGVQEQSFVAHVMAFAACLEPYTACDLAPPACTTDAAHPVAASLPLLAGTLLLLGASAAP
NLRP3 yeast inh = inhibitors of NALP3 inflammasome in yeast; Yeast reconstituted NLRP3/ASC/caspase-1, beta-gal luminescence, 24 h; 0.39% of 330,000 active; inhibition, % at 10 µM;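 active = inhibition of 50% or more; inactive = inhibition below 50%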;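 also: plate controls were induced DMSO wells for no effect and uninduced yeast grown without galactose for full effect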
tim10-1 inh = tim10-1 yeast growth inhibition; S. cerevisiae tim10-1 ts strain growth, BacTiter-Glo, 24 h; inhibition, % at 20 µM; 2.2% of 330,000 active; AID 463190;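 active = inhibition of at least 40%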;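 also: mutant grown at 25 °C; 0% = DMSO wells with yeast and 100% = wells holding no yeast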
Apaf1 inhib = blocks human Apaf-1 apoptosome activity; reconstituted apoptosome caspase-3 activity, DEVD-Rh110 fluorescence; inhibition, % at 20 µM; 0.71% of 330,000 active; AID 489030; active = inhibition of at least 40% at 20 µM;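 also: plate controls were DMSO wells for no effect and DEVD-CHO caspase inhibitor wells for full effect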
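Material: cell-free apoptosome with Apaf-1, procaspase-3 and caspase-9; Buffer or medium: Hepes pH 7.5 with detergent and BSA; Reagent: cytochrome c trigger plus (Z-DEVD)2-Rh110 caspase-3 substrate; Times: compound with Apaf-1, dATP, procaspase-3 30 min, then 50 min reaction, room temperature; Technique: Rh110 fluorescence intensity.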
hIAP act = increases human intestinal alkaline phosphatase activity; P09923; purified human IAP, CDP-Star luminescence, 30 min; active compounds read high; 1 = vehicle-only enzyme, 0 = enzyme-free background; activation factor at 10 µM; 0.16% of 330,000 active; AID 2524;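 active = activation factor of the enzyme at least 2-fold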; also: the source names both 10 and 20 µM as test concentration; values of inactives mirror those of a sister screen read the other way
mIAP block = blocks mouse intestinal alkaline phosphatase. 0.2% of 330,000 active. purified mouse IAP, CDP-Star luminescence, 30 min. inhibition, % at 10 µM. AID 2806;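 active = inhibition of at least 40% at 10 µM in the primary screen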;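 also: plate controls were DMSO with enzyme for no effect and no enzyme wells for full effect; values of inactives mirror those of a sister screen read the other way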
ATG4B inh = ATG4B (human) cysteine protease inhibition; Q9Y4P1; ATG4B cleavage of LC3-PLA2, NBD-HPC fluorescence, 1 h; inhibition, % at 8.33 µM; 0.51% of 340,000 active; AID 504462; in the data active = inhibition above about 40%
Target sequence (Q9Y4P1 whole entry, looked up): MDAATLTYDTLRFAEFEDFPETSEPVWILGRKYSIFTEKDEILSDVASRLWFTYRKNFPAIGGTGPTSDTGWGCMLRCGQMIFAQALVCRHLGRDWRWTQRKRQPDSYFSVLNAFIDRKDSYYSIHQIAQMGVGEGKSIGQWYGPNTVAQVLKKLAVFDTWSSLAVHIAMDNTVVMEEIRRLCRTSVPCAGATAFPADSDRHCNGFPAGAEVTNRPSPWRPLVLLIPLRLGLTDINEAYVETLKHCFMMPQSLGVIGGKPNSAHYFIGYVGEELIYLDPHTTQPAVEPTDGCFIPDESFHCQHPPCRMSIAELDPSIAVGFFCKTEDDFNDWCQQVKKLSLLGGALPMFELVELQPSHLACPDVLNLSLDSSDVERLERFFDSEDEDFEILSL
Numbers without * were called inactive.

SMILES	mIAP act	TIM10 inh	hIAP block	NLRP3 yeast inh	tim10-1 inh	Apaf1 inhib	hIAP act	mIAP block	ATG4B inh
COc1ccc(-c2c[nH]c(=O)[nH]c2=O)cc1OC	0.97	0	9	24	-2	8	0.91	3	5
CC(C)C(C(=O)NCc1ccccc1)N(CC1CCCO1)C(=O)CNS(=O)(=O)c1ccccc1 (centres undefined)	1.1	1	-17	11	15	-2	1.2	-14	-2
c1ccc(NC2=NCCN2CCC2CCCC2)cc1	0.9	8	-11	17	8	-1	1.1	10	3
Cc1ccccc1OCCNC(=O)c1ccccc1Sc1ccccc1C#N	1	-42	2	14	23	29	0.98	-2	2
CC(C)NC(=O)CC1(C(=O)NCc2ccc(Cl)cc2)CCCC1	1.1	-5	-2	-2	9	10	1	-9	0
CCOCCCNC(=O)c1ccccc1SC	1	-11	-10	11	-22	-7	1.1	-1	1
Cc1ccc(NS(=O)(=O)c2cc(C(=O)NCc3ccncc3)ccc2C)cc1	0.93	5	-2	3	0	2	1	7	-1
OCC[C@@H]1C[C@H](O)[C@@H](O)[C@@]2(CCCO2)O1	0.93	6	-13	9	2	0	1.1	7	6
CC(=O)c1ccc(S(=O)(=O)N2CCN(CCOc3ccccc3)CC2)cc1	0.9	5	-5	8	8	2	1.1	10	-13
COC(=O)c1sccc1NC(=S)N1CCCCC1	0.94	-1	-8	10	8	1	1.1	6	-2
CC(C)(C)OC(=O)N[C@H](C(=O)OC(C)(C)C)c1ccc2c(c1)OCO2	0.94	13	3	38	18	1	0.97	6	-3
CC1=C(C(=O)Nc2ccccc2)C(c2cccs2)NC(=O)N1 (centres undefined)	1.1	16	0	8	-4	-2	1	-9	-8
CCCn1cc(CN2CCN(Cc3ccc(C)o3)C(CCO)C2)c(C)n1 (centres undefined)	0.88	4	7	2	5	-3	0.93	12	-5
O=C(c1ccc(F)cc1)C1CCN(Cc2cn[nH]c2-c2ccc(F)cc2)CC1	1	3	-41	18	3	9	1.4	-4	1
O=C(OCC(=O)N1CCN(C(=O)COC(=O)c2ccncc2)CC1)c1ccncc1	1	12	-3	4	13	1	1	0	-14
O=C(NC1CCCCCC1)c1nnc(Cc2ccc(Cl)cc2)o1	1	0	4	25	25	10	0.96	-3	0
CN(CC(=O)Nc1c(Cl)cccc1Cl)C(=O)c1cccn1C	1	-4	14	2	5	2	0.86	-3	10
CCn1c(=O)cc(OCC(=O)NC2CC2)c2ccccc21	0.95	11	-16	6	12	1	1.2	5	3
CC(C)[C@@H]1CN=C(N)N1C[C@@H]1CCCN1C[C@H](C)N1C[C@@H](Cc2ccccc2)N(CCc2ccc(Cl)c(Cl)c2)C1=N	1	-7	-7	28	-21	54*	1.1	-2	8
COc1cccc(C2CC(c3ccccc3Cl)Nc3nc(N)nn32)c1 (centres undefined)	0.93	4	0	-6	18	-4	1	7	6
O=C(COC(=O)c1cc(Cl)cc(Cl)c1)NCc1ccco1	1.1	-12	13	14	-14	5	0.87	-7	-9
CCN(CC)CCNC(=O)c1cc2c(=O)n(C)c3ccccc3c2n1C	0.95	-2	2	15	-21	7	0.98	5	3
COc1ccc(-n2c(Cc3cccn3C)nnc2SCC(=O)Nc2cccc(NC(C)=O)c2)cc1	1	19	3	13	14	-9	0.97	-2	2
CCSCCOC(=O)C1=C(C)NC2=C(C(=O)CCC2)C1c1coc2ccccc2c1=O (centres undefined)	0.99	14	2	21	28	-16	0.98	1	-2
CCOc1ccc(C(CC(=O)O)NC(=O)CCCOc2ccc(Cl)cc2C)cc1 (centres undefined)	1	5	14	-6	14	-5	0.86	-1	-3

Entries above with a furan ring, fused or not, in the order listed:
SMILES	mIAP act	TIM10 inh	hIAP block	NLRP3 yeast inh	tim10-1 inh	Apaf1 inhib	hIAP act	mIAP block	ATG4B inh
CCCn1cc(CN2CCN(Cc3ccc(C)o3)C(CCO)C2)c(C)n1 (centres undefined)	0.88	4	7	2	5	-3	0.93	12	-5
O=C(COC(=O)c1cc(Cl)cc(Cl)c1)NCc1ccco1	1.1	-12	13	14	-14	5	0.87	-7	-9

Arranged by number of heavy atoms (descending): part of the list above
SMILES	mIAP act	TIM10 inh	hIAP block	NLRP3 yeast inh	tim10-1 inh	Apaf1 inhib	hIAP act	mIAP block	ATG4B inh
COc1ccc(-n2c(Cc3cccn3C)nnc2SCC(=O)Nc2cccc(NC(C)=O)c2)cc1	1	19	3	13	14	-9	0.97	-2	2
CCN(CC)CCNC(=O)c1cc2c(=O)n(C)c3ccccc3c2n1C	0.95	-2	2	15	-21	7	0.98	5	3
COc1cccc(C2CC(c3ccccc3Cl)Nc3nc(N)nn32)c1 (centres undefined)	0.93	4	0	-6	18	-4	1	7	6
CCOCCCNC(=O)c1ccccc1SC	1	-11	-10	11	-22	-7	1.1	-1	1

Copied from the list:
O=C(OCC(=O)N1CCN(C(=O)COC(=O)c2ccncc2)CC1)c1ccncc1 @ mIAP block = 0
CCSCCOC(=O)C1=C(C)NC2=C(C(=O)CCC2)C1c1coc2ccccc2c1=O (centres undefined) @ NLRP3 yeast inh = 21

Next section
SMILES	mIAP act	TIM10 inh	hIAP block	NLRP3 yeast inh	tim10-1 inh	Apaf1 inhib	hIAP act	mIAP block	ATG4B inh
CCCCOc1ccc(C2OC34CCCCC3C(C#N)(C#N)C2(C#N)C(=N)O4)cc1 (centres undefined)	0.96	0	3	20	8	7	0.97	4	-5
O=C(Nc1ccccc1C(=O)NCc1ccco1)c1ccco1	0.95	1	15	5	21	10	0.85	5	1
COC(=O)c1ccccc1NC(=O)N1c2ccccc2CC1C (centres undefined)	0.88	20	12	21	25	25	0.88	12	10
CCc1ccc(Nc2ccc(C(N)=O)cc2[N+](=O)[O-])cc1	0.9	35	-2	15	39	0	1	10	72*
Cc1ccc(CC(=O)N2CCN(C(=O)C3CCCO3)CC2)cc1 (centres undefined)	1	7	2	5	4	2	0.98	-2	-3
Fc1cccc(CSc2ccc3nnc(-c4ccccn4)n3n2)c1	1.1	-15	3	-10	30	13	0.97	-7	-9
COc1ccc(NS(=O)(=O)c2cc(NC(=O)COc3ccccc3F)ccc2OC)cc1	1.2	10	-1	23	20	-10	1	-16	-15
COC(=O)C(C)Oc1cc(OC(C)C(=O)OC)c2c(C)c(Cl)c(=O)oc2c1 (centres undefined)	1.1	2	-7	5	33	3	1.1	-11	-14
CCNC(=S)NNc1nncc2ccccc12	1	-9	-32	-10	11	-1	1.3	0	-9
COc1cc(OC)cc(-c2cc3nc(C)c(CCC(=O)O)c(=O)n3[nH]2)c1	1.1	7	-14	10	-18	9	1.1	-9	-4
COc1cc(C)c(NC(=S)NCCCN2CCOCC2)cc1OC	0.85	11	-4	6	3	0	1	15	-12
CCOC(=O)c1c(NCc2ccc3c(c2)OCO3)c2ccccc2[nH]c1=O	1.1	-8	-8	14	4	-1	1.1	-7	-15
C/C(CC(=O)Nc1ccc([N+](=O)[O-])cc1)=N/NC(=O)C1C2CCCCC21 (centres undefined)	0.98	11	-11	4	15	-9	1.1	2	-6
CCCNC(=O)c1cccc(NC(=O)C(C)C)c1	0.97	10	-7	14	7	-9	1.1	3	-3
COc1ccc(C(CNC(=O)c2cc(C)on2)N(C)C)cc1 (centres undefined)	1	-4	-6	2	-1	4	1.1	-1	-1
Cc1c(C)c2ccc(OCC(=O)c3ccccc3)cc2oc1=O	1	11	4	27	-3	10	0.96	-3	-9
Cn1c(COc2ccccc2)nnc1SCC(=O)Nc1ccc2c(c1)OCO2	1	4	8	-8	-1	-19	0.92	-4	0
CC(=O)c1ccc(OCC(=O)c2cc(C)n(-c3ccc4c(c3)OCO4)c2C)cc1	1	-2	-5	21	13	23	1.1	-4	-9
COc1cccc(NC(=O)c2cc(Cl)nnc2Cl)c1	0.98	-49	-8	3	-22	6	1.1	2	-10
O=C(NCCO)/C(=C\c1ccc2c(c1)OCO2)NC(=O)c1ccc(Br)cc1	1	0	-1	19	-14	-4	1	-3	-4
O=C(CSc1nc2ccccc2n1CC(=O)N1CCCC1)Nc1ccc2c(c1)OCO2	0.99	-2	17	-1	17	-8	0.83	1	1
CCc1nnc(NC(=O)CSc2nnc(-c3ccoc3C)n2CC(C)C)s1	0.91	9	11	-1	7	-3	0.89	9	10
CN(C)c1ccc(/C=N/NC(=O)c2ccco2)cc1	1	12	-3	9	10	-7	1	-2	1
Cc1ccc(-n2ncc3c(NNC(=O)c4ccco4)ncnc32)cc1Cl	0.96	-4	-193	13	6	21	2.9*	4	3
Cn1c(C(=O)NCCc2c[nH]c3ccccc23)cc2sccc21	1.1	24	8	20	19	11	0.92	-12	-8

Additional records follow:
SMILES	mIAP act	TIM10 inh	hIAP block	NLRP3 yeast inh	tim10-1 inh	Apaf1 inhib	hIAP act	mIAP block	ATG4B inh
CCOc1ccc(NC(=O)CN(C)C(=O)CC(NC(=O)c2ccccc2)c2ccccc2)cc1OCC (centres undefined)	1.1	0	-2	3	0	8	1	-8	-4
Cc1nn(CC(=O)NCCCN2CCCC2=O)c(C)c1[N+](=O)[O-]	1	2	5	3	-14	2	0.95	-3	-5
CCCc1nc2ccccc2c(=O)n1/N=C/c1ccc(O)c(O)c1	0.92	3	-5	9	8	0	1	8	24
Cc1cc(C)n(-c2ccc(C(=O)Oc3ccc4c(c3)OCO4)cc2)n1	0.96	8	-12	3	12	17	1.1	4	3
Nn1c(SCC(=O)Nc2ccccc2F)nnc1C1CCCCC1	1.1	3	8	5	-9	4	0.92	-8	2
COc1ccc(CCNC(=O)C2CCCN(c3nc(C)cc(C)n3)C2)cc1 (centres undefined)	0.99	3	-1	6	28	0	1	1	-11
Cc1sc(NC(=O)c2cccs2)nc1-c1ccccc1	1	47*	-12	68*	15	20	1.1	-2	33
O=C(CN1C(=O)c2ccccc2S1(=O)=O)N1CCN(c2ccccc2)CC1	1	0	7	16	5	-14	0.93	-1	-1
Cc1ccccc1NC(=S)Nc1cccc([N+](=O)[O-])c1	0.82	20	-4	12	10	-8	1	18	25
O=C(CNC(=O)c1cccc(Cl)c1)N/N=C/c1cccnc1	0.93	4	4	24	-5	-4	0.96	7	-11
CCOC(=O)c1c(NC(=O)Cn2nc(C(F)(F)F)cc2C)sc(C)c1C	0.89	7	-10	-1	6	-2	1.1	11	7

Single records (already shown). Screens in order: mIAP act | TIM10 inh | hIAP block | NLRP3 yeast inh | tim10-1 inh | Apaf1 inhib | hIAP act | mIAP block | ATG4B inh
Shown for `COc1ccc(CCNC(=O)C2CCCN(c3nc(C)cc(C)n3)C2)cc1` (centres undefined) : 0.99 | 3 | -1 | 6 | 28 | 0 | 1 | 1 | -11
Shown for `Cc1sc(NC(=O)c2cccs2)nc1-c1ccccc1` : 1 | 47* | -12 | 68* | 15 | 20 | 1.1 | -2 | 33

Random draw from the library; about 4.5% have a hit in one of these screens.
